Pol iota inh – DNA polymerase iota (human) inhibition. Q9UNA4. Pol iota fluorescent replication assay, 10 min. Potency, µM (top dose mostly 115 µM), for inactives: at the top dose activity, negative = inhibition, actives largely listed as inhibitors. 390,000 compounds, 1% hits. AID 588590; further: potency means the concentration at half of the fitted maximal effect
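Fluorescent replication assay read twice, at 0 min and 10 min after adding 50 nM (final) substrate. Enzyme (10 nM) and compounds were first incubated 15 min at room temperature; enzyme-free buffer wells were negative controls.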
LDHA block – inhibitors of human lactate dehydrogenase A; P00338; purified LDHA, NADH/diaphorase-resazurin fluorescence; stronger effect = lower value; activity change, % (values are at about 110 or 230 µM); 480,000 compounds, 0.15% hits; AID 1347041; in the data active means activity change below about -30%; inconclusive means mostly about -25% to -30%;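 further: plate controls were DMSO wells for no effect and wells without enzyme for full effect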
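Human LDH5 at 2 nM final in Tris HCl pH 7.4 with 0.06 mM NADH and 0.2 mM pyruvate, reacted 5 minutes at room temperature. Remaining NADH coupled via diaphorase/resazurin; resorufin fluorescence read at 0 and 20 minutes, normalized to enzyme-free and DMSO wells.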
Pol eta inh – inhibitors of human DNA polymerase eta; recombinant Pol eta, fluorescent DNA replication assay; Potency, µM (titrated, usually from 114 µM), for the others: top-dose activity change, negative = inhibition, hits mostly inhibitors; 390,000 compounds, 1.2% hits; AID 588591; further: potency means the concentration at half of the fitted maximal effect; on the % scale 0 is the no-effect control and ±100 the full control effect
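Pol eta at 10 nM preincubated with compounds 15 min at room temperature; reaction started with fluorescent substrate (50 nM final) and read kinetically at 0 and 10 min.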
BLM inh – inhibitors of human Bloom syndrome helicase BLM. P54132. recombinant BLM DNA unwinding, fluorescence dequenching. Potency, µM (highest dose often 56.1 µM), without a hit: at the highest dose activity change, negative = inhibition, most hits filed as inhibitors. 350,000 compounds, 0.2% hits. AID 2528;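 further: potency means the concentration at half of the fitted maximal effect; plate controls were vehicle for no effect and no enzyme for full effect; nearly all actives have a fitted effect of over 35% in size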
POLB inh – inhibitors of human DNA polymerase beta | P06746 | Pol beta primer extension/strand displacement, fluorescence kinetic | Potency, µM (series often up to 114 µM), for the others: at the top dose activity change, negative = inhibition, usual class: inhibitors | 340,000 compounds, 1.3% hits | AID 485314; further: potency means the concentration at half of the fitted maximal effect; on the % scale 0 is the no-effect control and ±100 the full control effect
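Pol beta (10 nM) was preincubated with compound for 15 min at room temperature. The reaction was then started with 50 nM substrate and read immediately and after a further 10 min at room temperature.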
POLK inh – blocks human DNA polymerase kappa activity | Q9UBT6 | purified Pol kappa, fluorescent DNA synthesis assay, 10 min | AID 588579 | 400,000 compounds, 0.53% hits | Potency, µM (top dose mostly 107 µM), inactives show at the highest dose activity, negative = inhibition, actives largely listed as inhibitors; further: potency means the concentration at half of the fitted maximal effect; on the % scale 0 is the no-effect control and ±100 the full control effect
Target sequence (Q9UBT6 whole entry, looked up): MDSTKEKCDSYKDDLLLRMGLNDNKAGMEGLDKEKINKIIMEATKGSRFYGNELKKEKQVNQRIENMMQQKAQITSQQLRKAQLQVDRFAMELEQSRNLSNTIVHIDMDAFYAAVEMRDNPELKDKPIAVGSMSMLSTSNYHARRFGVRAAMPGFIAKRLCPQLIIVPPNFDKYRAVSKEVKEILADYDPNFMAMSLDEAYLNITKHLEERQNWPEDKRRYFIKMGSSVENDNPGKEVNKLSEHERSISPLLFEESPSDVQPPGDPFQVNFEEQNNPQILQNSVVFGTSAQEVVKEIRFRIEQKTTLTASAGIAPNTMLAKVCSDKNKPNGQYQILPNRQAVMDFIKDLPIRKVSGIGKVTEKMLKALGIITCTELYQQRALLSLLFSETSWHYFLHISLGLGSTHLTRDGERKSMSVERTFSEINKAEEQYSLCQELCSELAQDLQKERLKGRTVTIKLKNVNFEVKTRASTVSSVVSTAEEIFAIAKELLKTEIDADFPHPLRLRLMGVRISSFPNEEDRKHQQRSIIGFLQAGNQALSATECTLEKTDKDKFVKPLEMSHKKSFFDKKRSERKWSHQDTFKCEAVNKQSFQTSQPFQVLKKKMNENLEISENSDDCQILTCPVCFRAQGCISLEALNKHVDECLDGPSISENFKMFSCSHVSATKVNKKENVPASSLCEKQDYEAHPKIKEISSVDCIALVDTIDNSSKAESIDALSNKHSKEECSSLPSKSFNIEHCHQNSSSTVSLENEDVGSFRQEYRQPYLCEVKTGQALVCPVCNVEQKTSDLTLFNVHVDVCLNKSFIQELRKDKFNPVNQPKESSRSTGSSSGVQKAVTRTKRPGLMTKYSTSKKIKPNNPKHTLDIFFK
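10 nM Pol kappa was preincubated with compounds for 15 min at room temperature. Reaction started with 50 nM (final) substrate. Fluorescence read kinetically at 0 and 10 min.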
APEX1 inh – blocks human APE1 abasic DNA cleavage | P27695 | recombinant APE1, TAMRA/BHQ-2 abasic DNA cleavage fluorescence | Potency, µM (doses to about 65.8 µM), for the others: at the highest dose activity change, negative = inhibition, hits mostly inhibitors | 350,000 compounds, 0.35% hits | AID 2517;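 further: potency means the concentration at half of the fitted maximal effect; plate controls were vehicle for no effect and reference inhibitor for full effect; nearly all actives have a fitted effect of over 55% in size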
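Quantitative HTS: incision of a TAMRA/BHQ-2 double-stranded substrate bearing a tetrahydrofuran abasic site by 0.75 nM APE1 raises fluorescence. Substrate 50 nM final, added after 15 min compound preincubation at room temperature; progress as third-minus-first kinetic read difference.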
Anesthetic bind – binds horse apoferritin like a general anesthetic; P02791; 350,000 compounds, 0.074% hits; apoferritin/1-aminoanthracene competitive binding, fluorescence; Potency, µM (series often up to 77.5 µM), for inactives: at the top dose activity change, negative = displacement, actives largely listed as inhibitors; further: potency means the concentration at half of the fitted maximal effect; on the % scale 0 is the no-effect control and ±100 the full control effect; nearly all actives have a fitted effect of over 20% in size
Target sequence (P02791 2-175 limits assumed): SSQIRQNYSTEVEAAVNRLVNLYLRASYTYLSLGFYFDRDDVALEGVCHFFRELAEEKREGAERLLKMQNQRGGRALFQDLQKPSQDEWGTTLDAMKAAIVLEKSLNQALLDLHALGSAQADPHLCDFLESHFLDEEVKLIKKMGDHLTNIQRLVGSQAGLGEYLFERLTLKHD
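Apoferritin-based anesthetic binding model; compound displacement of fluorescent 1-AMA measured as endpoint fluorescence after 10 minutes at room temperature, scaled to free-ligand and complex controls.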
GRP78 ERSR act – induces the endoplasmic reticulum stress response in human glioma cells. U87-MG GRP78 promoter luciferase reporter, 16 h. Potency, µM, for the others: at the highest dose activation, most hits filed as activators. 420,000 compounds, 0.02% hits. AID 602332; further: potency means the concentration at half of the fitted maximal effect; series mostly up to about 76 µM; % of control where 0% means no effect; nearly all actives have a fitted effect of over 35% in size
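Stably transfected U87-MG glioma cells carrying a GRP78-based luciferase sensor; 16 h compound incubation. Luminescence end-point read 10 min after Bright-Glo addition at room temperature.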
An asterisk follows results filed as active; ? = inconclusive; . = not tested or not shown; & = joins results of further samples; [ ] = remark or other dose. Unless noted, the call rests on the fitted dose curve; in most records, active means well fitted curve in the direction sought with a large enough effect; inconclusive means small, poorly fitted or top-dose-only effect, or another doubt; inactive means no such curve, though single readings can be large; an effect the other way counts as inactive or inconclusive. The list is partial, so the mix of outcomes need not match the whole.

SMILES | Pol iota inh | LDHA block | Pol eta inh | BLM inh | POLB inh | POLK inh | APEX1 inh | Anesthetic bind | GRP78 ERSR act
C/C(=N\NC(=O)CN1CCN(Cc2ccccc2)CC1)c1cccs1 | 20.5% | -7.2 | 1.4% | -1.2% | 31.7%[activator] | -3.1% | ? | 5.9% | -6.2%
c1ccc(Nc2nn[nH]n2)cc1 | 2.6% | -3.8 | 9.6% | 5.6% | 37.5% | -0.5% | 1.3% | -6.4% | -1.2%
O=C(Nc1ccc(Cl)cc1)c1cccc(S(=O)(=O)Nc2ccccn2)c1 | 11.5% | -2.1 | -19.4% | -1.9% | 48.3% | -14.6% | -2.3% | -7.8% | -2.3%
O=C(CN1CCN(c2ccccc2F)CC1)NCc1ccc(Cl)cc1 | 44.1%[activator] | -1.0 | -7.9% | -2.6% | -2.3% | -5.9% | -13.0% | -6.9% | -4.0%
Cc1ccc(C(c2nnnn2C2CCCC2)N2c3ccccc3CC2C)cc1 (stereo unspecified) | -2.7% | 2.3 | -15.6% | -8.4% | 0.8% | -1.9% | -4.0% | -10.0% | -1.3%
N#CCCSCc1ccc(OCC(=O)O)cc1 | 3.1% | -8.6 | -9.7% | -6.3% | 3.0% | -8.6% | 3.4% | 23.8% | -5.3%
COC(=O)c1cc2occc2n1CC(=O)Nc1ccc(C(C)C)cc1 | -3.4% | -17.6 | -16.4% | -1.9% | 40.0% | ? | . | 0.2% | -3.2%
COc1ccccc1C(=O)NC(CCSC)C(=O)NCC(c1ccccc1OC)N1CCCC1 (stereo unspecified) | 18.4% | -7.1 | -1.9% | . | . | -2.6% | -6.1% | . | -3.7%
CC(=O)c1ccc(N2C(=O)Nc3ccccc3S2(=O)=O)cc1 | 11.3% | -8.0 | -9.3% | 0.5% | 3.0% | -11.1%[60.1 µM] | . | -6.7% | 1.6%
CCCC1(c2ccccc2)NC(=O)N(CC(=O)Nc2ccc(N3CCOCC3)cc2)C1=O (stereo unspecified) | 29.8% | 0.1 | -20.7% | . | . | 2.9% | -1.7% | . | -2.7%
Cc1ccc(C)c(NC(=O)CCC(=O)NNS(=O)(=O)c2ccc(Cl)cc2)c1 | 24.8% | -3.4 | -16.6% | . | . | 11.6% | 1.6% | . | -3.8%
CCN(CC)S(=O)(=O)c1ccc(S(=O)(=O)N2CCC(C(=O)NC3CCN(Cc4ccccc4)CC3)CC2)cc1 | 67.0%[activator] | -9.9 | 10.2% | -3.1% | 29.7% | 4.5% | 8.5% | 1.7% | -5.0%
COc1cc(C(=O)C(O)c2ccc(O)c(OC)c2)ccc1O (stereo unspecified) | 83.6%[activator] | 1.8 | -16.7% | . | . | -5.1% | . | . | -1.9%
COc1ccc(NC(=O)CN(C)CC(=O)Nc2ccc(Cl)cc2F)cc1 | 6.6% | -0.1 | -4.3% | -5.5% | -1.4% | -7.6% | -2.6% | -2.6% | -0.8%
CCOC(=O)c1sc(NC(=O)/C=C/c2cnn(C)c2C)c(C(=O)OCC)c1C | . | . | . | 0.2% | 0.6% | . | -2.2% | -7.6% | .
CC(=O)c1cccc(NC(=O)CSc2nc(=O)n(Cc3ccccn3)c3c2CCC3)c1 | -17.0% | 3.7 | -14.8% | . | . | 5.4% | 32.2% | . | -0.1%
O=C(NCc1ccccc1)c1ccccc1Br | 83.0%[activator] | -16.4 | 9.7% | 0.1% | -22.7% | -4.6% | -2.7% | -5.4% | 0.3%
CCC1(N(C(C)=O)c2ccc(OC)cc2)C(=O)c2ccccc2C1=O | 0.2% | -5.5 | 1.1% | -1.2% | 8.9% | -0.8% | 0.4% | -20.8% | 3.0%
COc1ccc(-c2[nH]ncc2/C=N/NC(=O)c2ccncc2)c(OC)c1 | 25.0% | 5.5 | -24.3% | -2.9% | -6.7% | -14.3% | 14.2% | -3.7% | -0.5%
Cc1onc(-c2cccc(Cl)c2Cl)c1C(=O)O/N=C(\N)c1ccc([N+](=O)[O-])o1 | 50.6%[activator] | -4.8 | -12.5% | -9.0% | 31.4%[activator] | 0.8% | -6.5% | 5.9% | 9.1%
CC1(C(=O)NCc2ccccn2)C=CCN1C(=O)c1ccccc1 (stereo unspecified) | 6.5% | 2.0 | -6.7% | 3.6%&-0.9% | 39.2% | -3.3% | ? | 12.0%&-5.8% | 0.2%
O=[N+]([O-])c1ccc(Cc2nnc(-c3ccc(F)cc3)o2)cc1 | -5.6% | -2.0 | 2.6% | -3.9% | -8.2% | -6.3% | -1.1% | -14.1% | 2.7%
CCC1=NN(C(=O)COc2ccccc2)C(O)(c2ccncc2)C1 (stereo unspecified) | 11.9% | 1.8 | -20.9% | -1.6% | -1.4% | 2.0% | 11.2% | -1.0% | -2.8%
COc1cccc(NC(=O)CN(Cc2ccccc2)S(C)(=O)=O)c1 | 16.2% | 4.2 | -7.0% | -2.5% | -1.8% | -1.4% | 0.8% | -0.8% | -2.0%
CC(C)(CN1CCC(Cc2ccccc2)CC1)NS(=O)(=O)c1ccccc1 | 53.8%[activator] | -15.6 | ? | -0.5% | -12.4% | -22.2% | 2.4% | -1.7% | -4.3%
COc1ccc(C(=O)Nc2c(C)ccc3nsnc23)cc1[N+](=O)[O-] | 38.4% | 1.4 | -14.6% | -5.6% | 2.5% | -18.0% | -6.1% | -8.1% | -1.8%
COC(=O)CN(C(=S)Nc1ccc(F)cc1)C1CC(=O)N(c2ccc(OC)cc2)C1=O (stereo unspecified) | -17.2% | 0.8 | -3.7% | -4.6% | 5.8% | 1.5% | -2.1% | -7.5% | -4.6%
O=S(=O)(c1ccc(C(F)(F)F)cc1)N1CCCN(c2ccc(C(F)(F)F)cn2)CC1 | 42.9%[activator] | -5.2 | -15.3% | -14.0% | -0.7% | -14.0% | 8.0% | 3.0% | -5.8%
COc1ccc(CCC(=O)NCCc2csc(-c3ccc(Cl)cc3)n2)cc1 | 15.6% | -7.1 | -10.4% | -1.7% | -1.9% | -12.6%[60.1 µM] | . | 3.6% | 1.3%
CNC(=O)c1csc(-c2ccncc2)n1 | 14.3% | 0.0 | -7.7% | 2.4% | -7.2% | -11.3% | 5.2% | 2.2% | -2.1%
CC(C)CCn1c(CN2CCN(Cc3ccccc3)CC2)nc2c1c(=O)[nH]c(=O)n2C | 5.8% | -3.8 | -4.4% | -1.1% | 0.5% | -16.0% | 2.2% | 9.3% | -1.8%
Fc1ccc(Nc2nnns2)cc1 | -16.4%[58.9 µM] | -2.1 | 0.9% | -1.2% | -19.4% | -16.5% | 6.0% | 6.8% | -3.4%
C/C(=N\O)C(=O)NCCCn1ccnc1 | 68.0%[activator] | -6.0 | -5.8% | -0.7% | -0.9% | -6.2% | -1.3% | 9.0% | -1.2%
O=C(O)c1cccc(S(=O)(=O)Nc2ccccc2C(=O)NCCc2ccccc2)c1 | 8.7% | -3.9 | 3.6% | -1.3% | 2.0% | -18.0% | 33.5%[activator] | -5.4% | -0.4%
CCOCCn1c(N2CCCC2)nc2c1c(=O)[nH]c(=O)n2C | 13.5% | -1.2&-5.2 | 2.9% | -4.9% | 7.6% | -11.2% | 11.9% | -2.0% | -5.5%
Cc1cc(C(=O)Nc2nc3c(s2)CCCC3)cs1 | -13.5% | -6.4 | -3.0% | -0.3% | -1.3% | -20.4% | -4.1% | -16.0% | -1.9%
Cc1cc(C)nc(/N=C2/NC(=O)CS2)n1 | ? | -0.7 | 3.2% | 1.3% | 3.6% | 8.3% | -2.6% | -9.5% | -3.2%
O=C(COC(=O)c1cccc2ccccc12)Nc1cccnc1Cl | 19.3% | -2.2 | -11.5% | 0.7% | -17.4% | -15.5% | 6.9% | -6.4% | 1.9%
Cc1cc(C)cc(-n2c(SCC(N)=O)nc3c([nH]c4ccccc43)c2=O)c1 | -1.8% | -9.2 | -20.5% | -4.9% | -15.1% | -4.4%[60.1 µM] | . | -2.2% | -1.9%
O=C(CCCN1C(=O)c2cccc3cccc(c23)C1=O)NCCN1CCOCC1 | 149.3%[activator] | -5.2 | -9.2% | -9.2% | 27.4% | -5.5% | -2.1% | -6.5% | -3.9%
CC(=O)c1ccc(NC(=O)c2ccn(C(=O)OCC(C)C)n2)cc1 | 65.5%[activator] | -5.7 | -5.3% | 2.4% | 10.9% | -4.9% | -11.3% | -7.8% | -5.3%
NS(=O)(=O)c1ccc(NC(=O)c2ccc(COc3ccccc3)o2)cc1 | 90.4%[activator] | -5.6 | -19.4% | -5.3% | 0.0% | -10.1% | 5.8% | -8.5% | -0.5%
COc1ccccc1CC(=O)Nc1ccc(S(=O)(=O)N(C)C2CCN(C)CC2)cc1 | -17.8% | -2.6 | -4.3% | . | . | -4.7% | 22.5% | . | -1.8%
COc1cccc(C2C(=O)N(C3CCCCC3)CC(=O)N2Cc2ccc(Cl)cc2)c1 (stereo unspecified) | -21.7% | -1.0 | -21.5% | -2.1% | 3.3% | 0.3%[60.1 µM] | . | 3.7% | -0.5%
Cc1ccc(C(=O)NC(C)c2nnc(SCC(=O)NC3CCCC3)n2C)cc1 (stereo unspecified) | 17.5% | -11.2 | -11.1% | 1.0% | 0.5% | -17.8% | -6.8% | -5.0% | -3.7%
COc1ccc(-n2ccn(Cc3ccc(C)cc3)c(=O)c2=O)cc1OC | 0.6% | -7.1 | -4.9% | -1.5% | 7.1% | -12.3% | . | 7.3% | -3.7%

Ordered by the number under BLM inh (high to low): 3 of the compounds above
Structure	BLM inh
Cc1ccc(C(=O)NC(C)c2nnc(SCC(=O)NC3CCCC3)n2C)cc1 (stereo unspecified)	1.0%
COc1cccc(C2C(=O)N(C3CCCCC3)CC(=O)N2Cc2ccc(Cl)cc2)c1 (stereo unspecified)	-2.1%
O=C(CCCN1C(=O)c2cccc3cccc(c23)C1=O)NCCN1CCOCC1	-9.2%

High-throughput results as filed in PubChem.
